# EPAC1 antag: blocks human EPAC1 exchange factor; O95398; EPAC1 GEF assay, Rap1b-BODIPY-GDP exchange fluorescence; Potency, µM (titrated, usually from 115 µM), for the others: at the top dose activity change, negative = inhibition, usual class: inhibitors; 360,000 tested, 0.14% active; AID 720709;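 further: potency means the concentration at half of the fitted maximal effect; plate controls were vehicle for no effect and positive control for full effect; nearly all actives have a fitted effect of over 50% in size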
# CCT modulator: modulators of cytosolic chaperonin (CCT/TRiC) activity | purified chaperonin ATPase assay, HTRF ADP detection, 30 min | activity change, % (no concentration beside the values), hits read low | 360,000 tested, 0.3% active | AID 651819; in the data active means activity change below about -30%; further: on the % scale 0 is the no-effect control and ±100 the full control effect
#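 TRiC (40 or 20 nM final, by batch activity) in 30 mM Tris pH 7.4, 100 mM KCl, 5 mM MgCl2, 1 mM DTT was treated with compound at 76 uM single dose, then 10 uM ATP, 30 min at 37 °C. ADP was read by HTRF Transcreener.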
# EPAC2 ag: activates human EPAC2 exchange factor | EPAC2 activation, biochemical qHTS; response scale: 100% = 6.5 mM cAMP response | Potency, µM (highest dose often 154 µM), for inactives: at the highest dose activation, usual class: activators | 360,000 tested, 0.079% active | AID 720711; further: potency means the concentration at half of the fitted maximal effect; nearly all actives have a fitted effect of over 50% in size
#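 Nucleotide exchange monitored as fluorescence drop when BODIPY-GDP leaves Rap1B. Reaction: 100 nM EPAC2, 250 nM RAP1B-BODIPY-GDP, 50 uM GDP, room temperature, kinetic read over 30 min. Activity expressed relative to 6.5 mM cAMP.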
# WRN helicase inh: blocks human WRN helicase. WRN helicase unwinding, fluorescent forked duplex, kinetic. Potency, µM (highest dose often 114 µM), inactives show at the top dose activity change, negative = inhibition, actives largely listed as inhibitors. 360,000 tested, 0.46% active. AID 651768; further: potency means the concentration at half of the fitted maximal effect; on the % scale 0 is the no-effect control and ±100 the full control effect; nearly all actives have a fitted effect of over 55% in size
#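 Kinetic fluorescence helicase assay: unwinding of a quenched forked DNA duplex (100 nM final) with 2 mM ATP final raises red fluorescence (525/598 nm). Compounds sat 15 min at room temperature with 20 nM WRN beforehand.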
# PI5P4Ka inh: PI5P4K alpha (human) kinase inhibition | P48426 | PI5P4Kalpha enzyme, ADP-Glo luminescence, 60 min; active compounds read low | max response, % | 330,000 tested, 1.2% active; active means max response of -50% or lower; inconclusive means between -30% and -50%; inactive means -30% or higher; further: value at the top dose of about 77 µM; on the % scale 0 is the no-effect control and ±100 the full control effect
# Target sequence (P48426 whole entry, looked up): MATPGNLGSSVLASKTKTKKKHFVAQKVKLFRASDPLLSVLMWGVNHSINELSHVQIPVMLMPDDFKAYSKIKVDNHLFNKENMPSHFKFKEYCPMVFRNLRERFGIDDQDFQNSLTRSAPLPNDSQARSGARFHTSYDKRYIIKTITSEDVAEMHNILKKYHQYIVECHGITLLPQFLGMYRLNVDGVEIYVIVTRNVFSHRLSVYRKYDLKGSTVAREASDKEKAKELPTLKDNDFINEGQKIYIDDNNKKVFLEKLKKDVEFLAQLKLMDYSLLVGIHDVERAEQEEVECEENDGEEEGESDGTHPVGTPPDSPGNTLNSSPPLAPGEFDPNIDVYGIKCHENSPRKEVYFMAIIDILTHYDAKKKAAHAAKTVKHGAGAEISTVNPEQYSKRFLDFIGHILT
#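 qHTS, 1536-well: enzyme/substrate mix, compound by pin tool, 5 microM ATP final; RT 60 min; ADP-Glo reagents 1 (45 min) then 2 (30 min); luminescence.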
# EPAC1 ag: EPAC1 (human) agonism. EPAC1 agonist qHTS, biochemical assay; response scale: 100% = response to 6.5 mM cAMP. O95398. 360,000 tested, 0.073% active. Potency, µM (highest dose often 154 µM), for the others: top-dose activation, hits mostly activators; further: potency means the concentration at half of the fitted maximal effect; nearly all actives have a fitted effect of over 60% in size
#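 EPAC1 100 nM, Rap1B–BODIPY-GDP 250 nM, unlabeled GDP 50 uM; compound titration; 5 min RT; kinetic read ex480/em540 at 5-min intervals ×30 min; data normalized to 6.5 mM cAMP agonist control.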
# PLK1 PBD block: PLK1 (human) polo-box domain binding inhibition | P53350 | Plk1 PBD binding of FITC phosphopeptide, fluorescence polarization | Potency, µM, for the others: max response, negative = inhibition, most hits filed as inhibitors | 360,000 tested, 2.8% active | AID 720504; further: potency means the concentration at half of the fitted maximal effect; series mostly up to about 57 µM; on the % scale 0 is the no-effect control and ±100 the full control effect; nearly all actives have a fitted effect of over 65% in size
# Target sequence (P53350 whole entry, looked up, the tested form may be a part): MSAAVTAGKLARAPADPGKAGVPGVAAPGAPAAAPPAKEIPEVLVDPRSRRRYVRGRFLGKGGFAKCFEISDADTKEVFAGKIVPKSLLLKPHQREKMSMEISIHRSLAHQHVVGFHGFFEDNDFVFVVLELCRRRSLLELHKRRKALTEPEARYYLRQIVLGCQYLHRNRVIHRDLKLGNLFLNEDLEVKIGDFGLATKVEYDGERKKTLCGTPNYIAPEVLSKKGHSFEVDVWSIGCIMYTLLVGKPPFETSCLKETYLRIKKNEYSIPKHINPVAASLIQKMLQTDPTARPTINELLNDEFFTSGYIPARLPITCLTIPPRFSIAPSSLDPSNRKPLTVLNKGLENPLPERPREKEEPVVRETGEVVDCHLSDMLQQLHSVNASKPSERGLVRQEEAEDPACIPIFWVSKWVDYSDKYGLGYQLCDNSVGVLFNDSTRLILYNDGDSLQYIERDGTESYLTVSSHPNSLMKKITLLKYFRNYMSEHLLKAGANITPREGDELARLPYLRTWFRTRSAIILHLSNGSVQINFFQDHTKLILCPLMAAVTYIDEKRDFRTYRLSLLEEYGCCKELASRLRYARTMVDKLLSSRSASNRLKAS
# IL2 activator: IL-2 activation; 360,000 tested, 0.065% active; IL-2 activation reporter assay, cell-based qHTS; stimulated with anti-CD3/CD4/CD28 beads; in transgenic mouse T cells; activation, % (series mostly up to about 46 µM); in the data active means activation above about 50%; inconclusive means mostly about 30% to 49%; further: 0% is about no effect
#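 Unstimulated transgenic mouse T cells, 750 per well, received compound and, after 60 minutes, anti-CD3/anti-CD4 bead plus anti-CD28 stimulation. EGFP and DsRed were quantified after 18 hours.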
# Starred values were filed as active, the others as inactive; ? = inconclusive; · = not tested or not shown; [ ] = dose if it differs, or a comment. Unless noted, the call rests on the fitted dose curve; in most records, active means well fitted curve in the direction sought with a large enough effect; inconclusive means small, poorly fitted or top-dose-only effect, or another doubt; inactive means no such curve, though single readings can be large; an effect the other way counts as inactive or inconclusive.
SMILES,EPAC1 antag,CCT modulator,EPAC2 ag,WRN helicase inh,PI5P4Ka inh,EPAC1 ag,PLK1 PBD block,IL2 activator
O=C(CC(c1ccccc1)c1ccccc1O)NCc1ccccc1Cl (stereo not given),2%,-0.8,14%,-7%,5,3%,-1%,-1.1
Cc1cc(=O)[nH]c(-n2nc(C)c(Oc3ccccc3O)c2C)n1,-3%,-1.6,9%,-3%,2,3%,-7%,-0.7
Cc1cc(NC(=O)CN2C(=O)NC3(CCCCC3C)C2=O)no1 (stereo not given),9%,-1.0,9%,6%,3,0%,-10%,0.1
CCCCOc1ccc(N=Cc2ccc[nH]2)cc1,-14%,-2.1,3%,5%,-4,5%,-9%,-0.8
Cc1ccc(CSc2nnc(Nc3ccc(C)cc3)s2)cc1,-2%,0.1,0%,3%,-2,-14%,-1%,-1.9
Nc1ccn([C@@H]2O[C@H](CN=C3NS(=O)(=O)c4ccccc43)[C@@H](O)[C@H]2O)c(=O)n1,11%,2.3,7%,5%,-9,-8%,-3%,1.0
COc1cccc(CCC(=O)N2CCC(n3nccc3NC(=O)C3CCOC3)CC2)c1 (stereo not given),-10%,1.5,4%,-18%,3,-23%,-15%,0.6
CC(C)[C@H](NC(=O)c1ccc(Cl)cc1)C(=O)Nc1cccc(S(=O)(=O)N2CCOCC2)c1,-4%,0.2,-1%,6%,0,-8%,-4%,-0.9
COc1ccc(/C=C2\SC(=O)N(CCNC(=O)CCS(=O)(=O)c3ccc(C)cc3)C2=O)cc1,-25%,-0.1,9%,-21%,1,-1%,30µM*,-0.6
CCC(=O)Nc1ccc(S(=O)(=O)Nc2c(C)nc3nc[nH]n3c2=O)cc1,16%,0.3,12%,-5%,7,8%,-11%,1.2
CCOc1ccc(N(CC(=O)NC2CCCCCC2)S(=O)(=O)c2c(C)noc2C)cc1,-5%,-1.1,-1%,0%,2,0%,-14%,-2.1
Cc1cc(O)c(C(C)C)cc1NS(=O)(=O)c1ccccc1,-13%,-2.2,10%,-13%,·,-1%,-6%,-1.0
CC(=O)c1cccc(NC(=S)NNC(=O)c2ccco2)c1,-5%,-7.0,5%,3%,2,-5%,-5%,-2.2
CCOC(=O)c1csc(Nc2nc3ccc(F)cc3s2)n1,-14%,0.3,6%,6%,-13,4%,-5%,-1.9
Cc1ccccc1-n1nc(C)c2cc(C(=O)N3CCN(S(=O)(=O)c4ccccc4)CC3)sc21,12%,0.7,5%,1%,-1,0%,-2%,0.3
CCOc1cc(/C=C2/NC(=O)N(CC(=O)OC)C2=O)ccc1OC,0%,-5.2,12%,3%,-3,5%,-7%,1.0
Cc1c(NC(=O)CN2C(=O)NC(C)(c3ccc(Cl)cc3)C2=O)c(=O)n(-c2ccccc2)n1C (stereo not given),-16%,0.6,-6%,0%,6,6%,-9%,-1.5
O=C1Nc2ccccc2OC1CC(=O)N1CCCC1 (stereo not given),-19%,-1.4,8%,1%,3,7%,-14%,-0.8
CN(CC(=O)Nc1cccc(F)c1)CC(=O)NC(c1ccccc1)c1ccccc1,-21%,-1.0,19%,-6%,3,7%,-11%,0.5
CC1(C)Oc2ccc(C(=O)N/N=C/c3ccc(O)cc3)cc2NC1=O,-16%,-1.7,0%,-4%[57.1 µM],-4,7%,-8%,0.9
COc1ccc(C(=O)Nc2ccc3c(c2)nc(CCNC(C)=O)n3C)cc1,-7%,0.5,8%,-1%,·,-3%,0%,1.4
COc1cccc(C(=O)N2CCN(Cc3cc(Br)ccc3OC)CC2)c1,4%,-1.2,9%,-3%,0,12%,-3%,0.4
COc1cc(CN2CCC(C(=O)N3CCC(C)CC3)CC2)cc(Br)c1O,-4%,-2.1,4%,-15%,1,5%,-11%,-0.5
Cc1cc(C)n(Cc2ccc(NC(=O)c3c([N+](=O)[O-])c(C)nn3C)cc2)n1,13%,-1.1,1%,-2%,·,2%,-6%,-2.0
CC(C)(C)C(=O)Nc1sc2c(c1C#N)CCN(Cc1ccccc1)C2,20%,-2.2,14%,0%,-7,-40%[inhibitor],-6%,4.2

# Remaining list, next part:
SMILES,EPAC1 antag,CCT modulator,EPAC2 ag,WRN helicase inh,PI5P4Ka inh,EPAC1 ag,PLK1 PBD block,IL2 activator
O=C(CCNC(=O)c1ccc(Br)cc1)Nc1cccc(S(=O)(=O)N2CCCCC2)c1,-11%,1.3,3%,3%,2,-10%,0%,0.1
Cc1cc(Br)ccc1NC(=O)c1ccccc1-c1ccccc1,-4%,-0.7,7%,-8%,22,1%,1%,-2.7
CC(=O)Nc1ccc(C(C)=NNC(=O)C2CCCC2)cc1,-6%,0.7,7%,-3%,0,9%,-7%,-0.5
CN1CCN(C(=O)/C(=C/c2cn(S(=O)(=O)N(C)C)c3ccccc23)NC(=O)c2ccccc2Cl)CC1,19%,0.1,-4%,-23%,6,-8%,-2%,0.2
CCNC(=O)NC(=O)C(C)Sc1nc2cc(C(=O)OC)ccc2c(=O)n1-c1ccccc1 (stereo not given),4%,-4.2,-2%,-32%,-5,14%,-10%,0.3
CCOC(=O)c1cc(-c2ccccc2)nc2nc(N3CCCCC3)sc12,-13%,-1.3,3%,0%,3,6%,-15%,-0.7
CC(C)(C)C1CCc2onc(C(=O)NCc3ccc(F)cc3)c2C1 (stereo not given),-18%,0.1,-7%,-6%,1,-12%,1%,1.1
COC(=O)C1CCN(c2c([N+](=O)[O-])cc(C(F)(F)F)cc2[N+](=O)[O-])CC1,-22%,0.9,-1%,1%,4,-11%,-12%,-2.9
COc1ccc(CCNC(=O)C2CCCN(S(=O)(=O)c3cnc[nH]3)C2)cc1OC (stereo not given),1%,0.5,1%,6%,5,-6%,-8%,-2.3
COc1ccc(C(C(=O)NC2CCCC2)N(CC2CCCO2)C(=O)Cc2cccs2)cc1OC (stereo not given),-24%,0.0,6%,2%,1,10%,-10%,-0.7
CCCCNC(=O)C1(C)CCC(=O)N1CCOC (stereo not given),-27%,-1.3,5%,4%,2,7%,-11%,0.1
CCOc1ccc(CNC(=O)CCCn2ccc3cc(S(=O)(=O)N4CCCC4)ccc32)cc1,-10%,1.6,7%,-4%,2,-5%,-3%,-0.1
N=C1C(c2ccccc2)=C(O)CN1c1cccc(S(=O)(=O)NCc2ccco2)c1,-9%,1.1,4%,-9%,7,0%,1%,0.1
COc1c(/C=N/Nc2ccc([N+](=O)[O-])cc2[N+](=O)[O-])c(C)nn1-c1ccccc1,0%,-12,-2%,-5%,12,5%,-3%,-0.1
c1ccc(CNCCN2CCNCC2)nc1,3%,-0.8,8%,-2%,·,7%,0%,-0.8
Cc1cc(N2C(=O)C(=O)/C(=C(/O)c3ccc(F)cc3)C2c2ccc(Cl)cc2)no1 (stereo not given),0%,-0.3,-16%,0%,1,-3%,-3%,-1.6
O=C1COc2ccc(C(=O)CSc3nnnn3-c3ccccc3)cc2N1,-6%,-3.6,8%,-6%,?,3%,-3%,-1.2
COCCN1Cc2cccc(C(=O)Nc3cccc(-c4nc5ccccc5[nH]4)c3)c2C1=O,-1%,-0.7,-4%,-2%,-1,4%,5%,-2.7
O=C(CCCN1C(=O)/C(=C/c2ccccc2Cl)SC1=S)NCCCN1CCOCC1,-7%,-3.6,-3%,89µM*,6,16%,-25%,-2.3
O=C(N/N=C/c1ccccn1)c1ccc([N+](=O)[O-])cc1Cl,6%,1.2,15%,5%,1,14%,-13%,-0.1
COc1ccc(C(=O)N2CCCC(Nc3ccc(C(C)C)cc3)C2)c(OC)n1 (stereo not given),-1%,1.2,-5%,-5%,2,-13%,7%,-4.0
Cc1ccccc1C(=O)N1CCC(n2nccc2NC(=O)CCOc2ccccc2)CC1,-2%,-2.0,-1%,-16%,6,8%,-8%,-2.5
COc1ccccc1C(=O)C1CCCN(C(=O)CCC(=O)c2ccccc2)C1 (stereo not given),-18%,2.5,6%,-1%[57.1 µM],4,6%,-2%,-2.5
Cn1ccnc1C(=O)c1cc(SCC(=O)NCc2ccccc2)nc2ccccc12,-11%,0.4,6%,-2%[57.1 µM],-7,-5%,21µM*,-1.2
CCCc1nnc(NC(=O)CC(C)c2ccccc2)s1 (stereo not given),0%,1.9,0%,-1%,0,-4%,?,-0.2
NS(=O)(=O)c1ccc(CNC(=O)c2ccc(Cl)c(S(=O)(=O)NCc3ccccc3)c2)cc1,-4%,1.4,5%,-6%,-3,6%,-3%,0.4
O=C(CCS(=O)(=O)Cc1ccccc1)NC1CCCCC1,7%,-1.3,-2%,10%,·,2%,-1%,-2.7
O=C(NCCc1ccccc1)c1c(O)c2ccccc2[nH]c1=O,-3%,-0.1,1%,12%,1,1%,3%,-2.1

# 11 compounds from above, sorted by formula weight, rising:
SMILES,EPAC1 antag,CCT modulator,EPAC2 ag,WRN helicase inh,PI5P4Ka inh,EPAC1 ag,PLK1 PBD block,IL2 activator
CCCCNC(=O)C1(C)CCC(=O)N1CCOC (stereo not given),-27%,-1.3,5%,4%,2,7%,-11%,0.1
CCCc1nnc(NC(=O)CC(C)c2ccccc2)s1 (stereo not given),0%,1.9,0%,-1%,0,-4%,?,-0.2
CC(C)(C)C1CCc2onc(C(=O)NCc3ccc(F)cc3)c2C1 (stereo not given),-18%,0.1,-7%,-6%,1,-12%,1%,1.1
Cc1cc(Br)ccc1NC(=O)c1ccccc1-c1ccccc1,-4%,-0.7,7%,-8%,22,1%,1%,-2.7
O=C1COc2ccc(C(=O)CSc3nnnn3-c3ccccc3)cc2N1,-6%,-3.6,8%,-6%,?,3%,-3%,-1.2
COc1ccccc1C(=O)C1CCCN(C(=O)CCC(=O)c2ccccc2)C1 (stereo not given),-18%,2.5,6%,-1%[57.1 µM],4,6%,-2%,-2.5
COc1ccc(C(=O)N2CCCC(Nc3ccc(C(C)C)cc3)C2)c(OC)n1 (stereo not given),-1%,1.2,-5%,-5%,2,-13%,7%,-4.0
COCCN1Cc2cccc(C(=O)Nc3cccc(-c4nc5ccccc5[nH]4)c3)c2C1=O,-1%,-0.7,-4%,-2%,-1,4%,5%,-2.7
CCNC(=O)NC(=O)C(C)Sc1nc2cc(C(=O)OC)ccc2c(=O)n1-c1ccccc1 (stereo not given),4%,-4.2,-2%,-32%,-5,14%,-10%,0.3
COc1ccc(C(C(=O)NC2CCCC2)N(CC2CCCO2)C(=O)Cc2cccs2)cc1OC (stereo not given),-24%,0.0,6%,2%,1,10%,-10%,-0.7
NS(=O)(=O)c1ccc(CNC(=O)c2ccc(Cl)c(S(=O)(=O)NCc3ccccc3)c2)cc1,-4%,1.4,5%,-6%,-3,6%,-3%,0.4

# Screening results deposited in PubChem BioAssay by National Center for Advancing Translational Sciences (NCATS).

# These rows are one share of the data; the hit share may differ from the screen's.
